# ASK1 inh = inhibitors of human ASK1 kinase | AlphaScreen MKK6 phosphorylation by ASK1, luminescence | AID 1159602 | actives 0.99% (n = 22,000) | inhibition, % at 7.44 µM; in the data active = inhibition above about 35%;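 note: 0% = median of compound wells and 100% = no enzyme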
# Target sequence (Q99683 whole entry, looked up): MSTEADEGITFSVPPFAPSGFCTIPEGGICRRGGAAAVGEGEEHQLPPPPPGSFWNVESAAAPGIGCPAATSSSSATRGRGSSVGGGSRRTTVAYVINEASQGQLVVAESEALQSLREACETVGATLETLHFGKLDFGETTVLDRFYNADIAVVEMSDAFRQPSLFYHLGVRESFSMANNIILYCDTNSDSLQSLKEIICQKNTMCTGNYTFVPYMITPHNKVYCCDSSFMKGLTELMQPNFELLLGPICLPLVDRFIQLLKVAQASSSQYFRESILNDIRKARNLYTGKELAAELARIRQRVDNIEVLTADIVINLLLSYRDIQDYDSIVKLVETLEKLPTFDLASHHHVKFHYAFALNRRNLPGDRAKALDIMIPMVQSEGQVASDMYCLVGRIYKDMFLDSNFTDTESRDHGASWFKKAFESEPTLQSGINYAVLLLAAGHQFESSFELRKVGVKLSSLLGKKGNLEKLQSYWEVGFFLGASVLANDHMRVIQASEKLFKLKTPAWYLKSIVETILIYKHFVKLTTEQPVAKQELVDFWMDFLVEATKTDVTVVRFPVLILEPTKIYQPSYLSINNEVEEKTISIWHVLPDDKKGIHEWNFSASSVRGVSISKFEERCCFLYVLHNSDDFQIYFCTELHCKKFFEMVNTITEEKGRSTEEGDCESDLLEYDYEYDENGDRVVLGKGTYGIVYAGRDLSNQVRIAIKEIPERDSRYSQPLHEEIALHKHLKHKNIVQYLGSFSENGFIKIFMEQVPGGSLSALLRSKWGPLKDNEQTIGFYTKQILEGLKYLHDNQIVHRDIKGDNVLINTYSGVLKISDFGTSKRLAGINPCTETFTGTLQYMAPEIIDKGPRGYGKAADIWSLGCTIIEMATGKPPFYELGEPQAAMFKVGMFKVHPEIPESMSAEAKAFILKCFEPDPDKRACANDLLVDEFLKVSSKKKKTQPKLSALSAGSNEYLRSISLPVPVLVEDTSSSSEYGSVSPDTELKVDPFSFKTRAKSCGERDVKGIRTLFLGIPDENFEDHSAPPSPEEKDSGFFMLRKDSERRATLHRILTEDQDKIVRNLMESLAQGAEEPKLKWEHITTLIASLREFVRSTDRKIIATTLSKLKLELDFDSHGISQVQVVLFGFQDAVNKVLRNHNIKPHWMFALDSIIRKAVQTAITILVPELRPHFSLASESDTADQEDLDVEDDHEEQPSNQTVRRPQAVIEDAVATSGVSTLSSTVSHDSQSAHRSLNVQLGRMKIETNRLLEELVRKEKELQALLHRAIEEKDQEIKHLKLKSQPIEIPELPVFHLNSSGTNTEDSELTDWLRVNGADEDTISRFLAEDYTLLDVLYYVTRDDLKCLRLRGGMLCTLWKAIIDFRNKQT
# ULK1 primary = inhibitors of human ULK1 kinase; actives 1.9% (n = 30,000); AlphaScreen Atg13 phosphorylation by ULK1, luminescence; AID 1259251; inhibition, % at 5.96 µM; O75385; in the data active = inhibition above about 43%;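 note: 0% = median of compound wells and 100% = no enzyme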
# * marks the source's active call; other numbers are inactive results; · = no result given.
ASK1 inh,ULK1 primary,smiles
23,37,Cc1cnc(Nc2cccc(N(C)C)c2)nc1Nc1ccc(N2CCOCC2)cc1
13,9,Cc1cc(Nc2ccc3c(c2)OCO3)nc(Nc2ccncn2)n1
6,6,CCNc1ccc(-n2cc(CC(=O)NCc3cccc(C(F)(F)F)c3)c3ccccc32)nn1
11,-3,CCNc1nc(Nc2ccc(N3CCOCC3)cc2)c2ncn(-c3ccsc3)c2n1
·,-13,CCCCC(=O)OCC(=O)C1(O)Cc2c(O)c3c(c(O)c2C(OC2CC(NC(=O)C(F)(F)F)C(O)C(C)O2)C1)C(=O)c1c(OC)cccc1C3=O (centres undefined)
1,9,CCCNC(=O)c1cncc(Nc2ncccn2)c1
49*,59*,c1cc(-n2cnc(N3CCOCC3)n2)ccc1Nc1ncc2ccc(-c3cn[nH]n3)cc2n1
-4,-5,CC(C)N(CCNC(=O)c1csc(Nc2ccc(-n3ccnc3)cc2)n1)C(C)C
3,19,CC(C)n1cnc2c(NCc3nc4ccccc4[nH]3)nc(Nc3ccncn3)nc21
25,12,c1ccc2c(c1)CCN(c1nc(NCc3nc4ccccc4[nH]3)c3ncn(-c4ccsc4)c3n1)C2
19,-21,O=C(NCCc1ccc(O)cc1)c1ccc2nc(Nc3ccccc3)sc2c1
-7,-1,O=C1CCCN1CCCNc1nccc(NC2CCN(Cc3ccccc3)CC2)n1
-22,11,O=C([C@H](O)c1cccc(Cl)c1)N1CCC(Nc2ccc3[nH]ncc3c2)CC1
·,-9,COc1ccc(-c2ccc(/C=C(\C#N)C(=O)N3CCCCC3)o2)cc1
-1,-3,O=C(NCc1cccnc1)c1cccc(N2CCN(Cc3ccc4c(c3)OCO4)CC2)n1
-3,0,O=C(NC1CCN(Cc2ccccc2)CC1)c1ccc2nc(N3CCc4ccccc4C3)sc2c1
4,26,Cc1cc(NCCN2CCOCC2)nc(NCCCN2CCCC2=O)n1
-5,-14,O=C(NCc1cccc(C(F)(F)F)c1)c1ccnc(NCc2ccc3c(c2)OCO3)c1
6,-5,Cc1cc(NC2CCN(Cc3ccccc3)CC2)nc(-c2ccc(N3CCOCC3)nc2)n1
-8,-19,FC(F)(F)c1ccc(Nc2nccc(NCc3cccc(C(F)(F)F)c3)n2)cc1
-13,-3,O=C(NC1CC1)c1ccnc(N2CCCC2CO)c1 (centres undefined)
-18,6,COc1ccc(CCNC(=O)c2cncc(Nc3ncccn3)c2)cc1
-9,-8,O=C(NCc1ccccc1)c1cccc(Nc2cnccn2)n1
18,-5,O=C(Cc1ccc2c(c1)OCO2)Nc1cc(Nc2ccccc2-c2nn[nH]n2)c(C(F)(F)F)cn1
31,-5,FC(F)(F)c1ccc(Cn2cnc3c(NC4CCN(Cc5ccccc5)CC4)nc(Nc4ccc(-n5ccnc5)cc4)nc32)cc1
-6,6,CN1CCN(c2ccc(-c3cc(NCc4ccccc4)ncn3)cc2)CC1
3,6,CCN(CC)C(=O)C1CCCN(c2cc(C(=O)NCc3ccccc3)ccn2)C1 (centres undefined)
·,-11,CC(=O)N1N=C(c2cccc([N+](=O)[O-])c2)OC12CCCC2
·,-2,N/C(=N\N=C\c1cccc([N+](=O)[O-])c1)SC1CC(=O)N(c2cccc(C(=O)O)c2)C1=O (centres undefined)
·,0,CCc1nnc(-c2cc3ccccc3n2CC(=O)N(C(C)C)C(C)C)o1
21,-11,CCN(CC)c1nc(Nc2cc(OC)c(OC)c(OC)c2)nc(NC2CCN(Cc3ccccc3)CC2)n1
24,22,CN(C)c1cccc(Nc2nc3ncnc(NCCOc4ccccc4)c3[nH]2)c1
·,4,COc1ccc(NC(=O)c2ccc3ccccc3c2)cc1
-10,12,NC(=O)c1ccc(-c2cccc(C(=O)NCc3cccnc3)n2)cc1
·,-6,CC(C)(C)NC(=O)[C@@H]1C[C@@H]2CCCC[C@@H]2CN1C[C@@H](O)[C@H](Cc1ccccc1)NC(=O)[C@H](CC(N)=O)NC(=O)c1ccc2ccccc2n1
-13,-13,CC(=O)c1cccc(-c2nc(C)cc(NCCc3ccc(O)cc3)n2)c1
·,-6,CC(=O)Nc1nc2c3cccc4cccc(c(=O)n2n1)c43
3,1,CCCNC(=O)c1ccc2nc(-c3c(C)nn(C)c3C)sc2c1
1,7,COc1ccc(-c2cc(C(=O)NCc3nc4ccccc4[nH]3)ccn2)cc1
·,-4,O=C(O)C(=Cc1ccc(-c2ccc(Cl)cc2)o1)C(=O)O
13,-20,CCN(CC)c1nc(NCCc2ccc(OC)cc2)nc(NCc2cccnc2)n1
-34,-1,COc1ccc(CC(=O)Nc2cc(N3c4ccccc4C(=O)NC3(C)C)ccn2)cc1
·,-8,OC1CCN(c2cc(-c3cccnc3)nc(-c3ccccc3)n2)CC1
-12,-6,O=C1CCCN1CCn1cnc2c(NCCN3CCOCC3)nc(NC3CCC(O)CC3)nc21 (centres undefined)
0,-10,CC(C)n1cnc2c(Nc3ccccc3)nc(Nc3ccc(C(F)(F)F)cc3)nc21
-26,-14,O=C(NCc1cccc(C(F)(F)F)c1)c1cncc(Nc2ncccn2)c1
·,1,O=C(CC1CCCCC1)Nc1nnc2n1CCS2
·,0,CC(=O)Oc1cc(C)c(OC(C)=O)c2ccccc12
·,-9,O=C(CN1CCC2(CC1)NC(=O)N(Cc1ccc(Cl)cc1)C2=O)Nc1cccc(F)c1
-17,-17,COc1ncc(-c2ccncc2)cc1C(=O)NCC(O)c1ccc(Cl)cc1 (centres undefined)

# (more compounds)
ASK1 inh,ULK1 primary,smiles
·,-3,O=C(O)c1cn(Cc2ccc(F)cc2)nc1OCc1ccc(F)cc1
-9,-16,COc1cc(Nc2nc(NCCN3CCOCC3)c3ncn(Cc4ccc(C(F)(F)F)cc4)c3n2)cc(OC)c1OC
-12,5,NC(=O)c1cccc(NC(=O)c2ccccc2-n2cc(NC(=O)c3ccccc3)cn2)c1
·,7,O=C(O)C1CCCN(Cc2ccccn2)C1 (centres undefined)
14,-10,Nc1nc(Cl)cc(Nc2ccc3c(c2)OCO3)n1
·,2,CN1CCN(c2c(F)cc3c(=O)c(C(=O)O)cn(CCF)c3c2F)CC1
·,0,CC(C)(C)c1cc(C=O)cc(C(C)(C)C)c1O
-72,-92,Cc1nc(C)n(-c2ccc(Nc3nccc(-c4cccc(-n5ccnc5)c4)n3)cc2)n1
15,56*,CC(C)n1cnc2c(Nc3ccc(N4CCOCC4)cc3)nc(Nc3ccccc3)nc21
·,2,O=[N+]([O-])c1ccc(OS(=O)(=O)c2ccc3ccccc3c2)c2ncccc12
·,0,CCOc1c(CC)cnc2c1c(=O)n(CC(=O)NCCOC)c(=O)n2C
0,10,CC(C)n1cnc2c(NC3CC3)nc(-c3ccccc3)nc21
18,-1,Nc1cc(-c2ccc(N3CCOCC3)nc2)ncn1
·,9,CNC(C)CCC=C(C)C (centres undefined)
-2,0,Fc1ccc(-c2[nH]ncc2-c2cncnc2)cc1
21,-36,c1ccc(CN2CCC(Nc3nc(NCc4ccc5c(c4)OCO5)nc4c3ncn4-c3ccccc3)CC2)cc1
-3,-3,Cc1noc(C)c1-c1cncc(C(=O)NCCc2ccc(O)cc2)c1
4,-4,O=C(NCc1nc2ccccc2[nH]1)c1ccc2nc(NC3CCC(O)CC3)sc2c1 (centres undefined)
2,-6,c1ccc(CNc2cc(Nc3ccccn3)ncn2)cc1
-2,-4,NC(=O)c1ccc(-c2cccc(C(=O)NCCN3CCOCC3)n2)cc1
-8,12,COc1ccc2c(c1)CC(C(=O)Nc1ccc(-c3ccnc(N)n3)cc1OC)CO2 (centres undefined)
·,-1,Fc1ccc(-c2cc(N3CCN(c4ccccn4)CC3)nc(-c3cccnc3)n2)cc1
-4,-4,CC(=O)c1cccc(-c2cccc(C(=O)NCCOc3ccccc3)c2)c1
·,-6,CC(C)Nc1cccnc1N1CCN(C(=O)c2cc3cc(NS(C)(=O)=O)ccc3[nH]2)CC1
17,-18,COc1cc(Nc2nc(Nc3cc(OC)c(OC)c(OC)c3)c3ncn(-c4ccccc4)c3n2)cc(OC)c1OC

# Molecules shown so far that contain an NH in an aromatic ring, in the order listed:
ASK1 inh,ULK1 primary,smiles
49*,59*,c1cc(-n2cnc(N3CCOCC3)n2)ccc1Nc1ncc2ccc(-c3cn[nH]n3)cc2n1
3,19,CC(C)n1cnc2c(NCc3nc4ccccc4[nH]3)nc(Nc3ccncn3)nc21
25,12,c1ccc2c(c1)CCN(c1nc(NCc3nc4ccccc4[nH]3)c3ncn(-c4ccsc4)c3n1)C2
-22,11,O=C([C@H](O)c1cccc(Cl)c1)N1CCC(Nc2ccc3[nH]ncc3c2)CC1
18,-5,O=C(Cc1ccc2c(c1)OCO2)Nc1cc(Nc2ccccc2-c2nn[nH]n2)c(C(F)(F)F)cn1
24,22,CN(C)c1cccc(Nc2nc3ncnc(NCCOc4ccccc4)c3[nH]2)c1
1,7,COc1ccc(-c2cc(C(=O)NCc3nc4ccccc4[nH]3)ccn2)cc1
-2,0,Fc1ccc(-c2[nH]ncc2-c2cncnc2)cc1
4,-4,O=C(NCc1nc2ccccc2[nH]1)c1ccc2nc(NC3CCC(O)CC3)sc2c1 (centres undefined)
·,-6,CC(C)Nc1cccnc1N1CCN(C(=O)c2cc3cc(NS(C)(=O)=O)ccc3[nH]2)CC1

# (list continues)
ASK1 inh,ULK1 primary,smiles
4,3,Cc1cnc(Cl)nc1NC1CCN(Cc2ccccc2)CC1
17,2,CCN(CC)c1nc(NCCc2ccc(OC)cc2)nc(Nc2cccc(N(C)C)c2)n1
9,15,Cc1ccc(-c2ncn(-c3ccc(Nc4cc5cc(-c6cnn(C)c6)ccc5cn4)cc3)n2)cn1
11,5,COc1cc(NC(=O)c2ccnc(-c3ccc(N4CCN(C)CC4)cc3)c2)cc(OC)c1OC
0,10,CCCNc1ccnc(-c2ccc(C(=O)NC3CC3)cc2)n1
·,8,Cc1nc(NCCN(C)C)cc(-c2ccc(F)cc2)n1
3,-66,Nc1cccc(-c2nc(NCCc3ccc(O)cc3)c3ncn(Cc4ccc(C(F)(F)F)cc4)c3n2)c1
-10,-1,Cn1c(Nc2nccc(N)n2)nc2ccccc21
·,2,CCOc1ccccc1NC(=O)CSc1ncc(-c2ccc(OC)cc2)n1C
·,-6,CCCC(=O)Nc1ccc(Nc2nc(C)cc(N(C)C)n2)cc1
12,8,Cn1c(Nc2nc3ncnc(NC4CCN(Cc5ccccc5)CC4)c3[nH]2)nc2ccccc21
-30,-11,c1ccc(-n2cnc3c(NCc4cccnc4)nc(N4CCC(N5CCOCC5)CC4)nc32)cc1
-8,9,COc1ccc(CCNC(=O)c2cc(N3CCCC3CO)nc3ccccc23)cc1 (centres undefined)
·,8,Cc1cccc(Nc2ccncc2S(=O)(=O)NC(=O)NC(C)C)c1
-8,6,COc1ccc(CCNc2nc(Nc3nccc4ccccc34)nc3c2ncn3Cc2ccc(C(F)(F)F)cc2)cc1
1,17,O=C1CCCN1CCCNc1ccnc(Nc2ccc3ncccc3c2)n1
-21,-3,O=C(Nc1ccc2c(c1)OCO2)c1cnc(Nc2ccc(C(F)(F)F)cc2)s1
5,-4,CCCNc1nc(N2CCc3ccccc3C2)nc2c1ncn2CCN1CCCC1=O
-18,-5,Nc1nc(NCc2ccccc2)cc(Nc2ccncn2)n1
2,8,O=C(Cc1cn(-c2ccc(Cl)nn2)c2ccccc12)NCCOc1ccccc1
-10,-3,Cn1c(Nc2cccc(C(=O)NCc3cccnc3)n2)nc2ccccc21
16,-21,O=C1CCCN1CCCNc1nc(N2CCc3ccccc3C2)nc2c1ncn2-c1ccccc1
4,-6,C=CCC[C@@H]1c2sccc2/C(=C\CCO)[C@@H](c2cccc(Cl)c2)N1CCC
-7,20,CN1CCN(C(=O)c2ccc(-c3cncc(C(=O)NC4CCN(Cc5ccccc5)CC4)c3)cc2)CC1
8,6,COc1cc2nc(NCCN3CCOCC3)nc(Nc3ccc(NC(C)=O)cc3)c2cc1OC
24,9,c1ccc(N2CCN(c3nc(Nc4ccc5c(c4)OCO5)c4ncn(-c5ccsc5)c4n3)CC2)nc1
6,-10,O=C(Nc1cnn(-c2cccc(C(=O)Nc3cccc(Cn4cncn4)c3)c2)c1)Nc1ccccc1Cl
27,-56,CC(=O)Nc1ccc(Nc2nc(Nc3ccc(-n4ccnc4)cc3)nc3c2ncn3Cc2ccc(C(F)(F)F)cc2)cc1
5,3,CN(C)CCNC(=O)c1ccc2c(c1)CC(c1nc3c(F)cc(-c4ccnc(N)n4)cc3[nH]1)CO2 (centres undefined)
3,-6,COc1cc(NC(=O)c2ccc3nc(N4CCCC4CO)sc3c2)cc(OC)c1OC (centres undefined)
·,9,COCCNC(=O)CN1C(=O)NC2(CCN(Cc3ccccc3)CC2)C1=O
·,-9,CCN(CC)CCCC(C)Nc1ccnc2cc(Cl)ccc12 (centres undefined)
-3,-3,COC(=O)c1ccc(Nc2nccc(-c3ccccc3)n2)cc1
-1,-2,O=C([C@H](O)COc1ccc(Br)cc1)N1CCC(Oc2ccc3[nH]ncc3c2)CC1
7,10,O=C(NCCO)c1ccnc(N2CCCC2CO)c1 (centres undefined)
41*,18,c1ccc(CCn2ncc(-c3ccnc(Nc4ccc(N5CCOCC5)cc4)c3)c2Nc2ccccc2)cc1
-13,10,CCN(CC)C(=O)C1CCCN(c2nc(NCCN3CCOCC3)c3ncn(C(C)C)c3n2)C1 (centres undefined)
·,4,CN(C)CC/C=C1\c2ccccc2COc2ccccc21
12,7,OCCNc1cc(N2CCN(Cc3ccc4c(c3)OCO4)CC2)ncn1
·,-7,COC(=O)c1ccc(/C=N/NC(=O)COc2ccc(Cl)cc2[N+](=O)[O-])cc1
·,13,Cc1cccc(CC(C#N)SC#N)c1 (centres undefined)
·,-5,O=S(=O)(Nc1cccc(-c2ccc(N3CCOCC3)nn2)c1)c1cccc(Cl)c1Cl
-20,21,O=C(NC1CCN(Cc2ccccc2)CC1)c1cncc(-c2ccccc2)c1
-5,-17,CCCNc1cc(-c2ccc(C(=O)NC3CC3)cc2)nc(N)n1

# Ordered by molecular weight (low to high): three of the compounds above
ASK1 inh,ULK1 primary,smiles
·,4,CN(C)CC/C=C1\c2ccccc2COc2ccccc21
-1,-2,O=C([C@H](O)COc1ccc(Br)cc1)N1CCC(Oc2ccc3[nH]ncc3c2)CC1
·,-5,O=S(=O)(Nc1cccc(-c2ccc(N3CCOCC3)nn2)c1)c1cccc(Cl)c1Cl
